Source: PubChem BioAssay
yeast mlh1 rad18: NCI yeast anticancer drug screen, S. cerevisiae mlh1 rad18 strain; % growth inhibition at 50 µM; actives 11% (n = 79,000); AID 175;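 note: 0% = growth of vehicle-only cultures of the same strain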
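Vehicle-treated cultures served as the reference for growth inhibition in a yeast strain carrying DNA damage repair alterations exposed to each compound.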
rad50: NCI yeast anticancer drug screen, S. cerevisiae rad50 strain; % growth inhibition at 50 µM; actives 10% (n = 79,000);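 note: 0% = growth of vehicle-only cultures of the same strain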
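Inhibition values express reduced yeast growth in compound-treated cultures relative to vehicle-treated controls.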
bub3: NCI yeast anticancer drug screen, S. cerevisiae bub3 mutant strain; growth inhibition, % at 50 µM; actives 9.9% (n = 78,000);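 note: 0% = growth of vehicle-only cultures of the same strain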
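Readout: yeast growth inhibition, expressed relative to vehicle-only wells. The test organism is a mutant strain from a panel with lesions in DNA repair or checkpoint genes.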
mec2-1: NCI yeast anticancer drug screen, S. cerevisiae mec2-1 strain; growth inhibition, % at 50 µM; actives 9% (n = 79,000);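 note: 0% = growth of vehicle-only cultures of the same strain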
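Test agents were screened against the mec2-1 yeast strain, with defined DNA repair or cell cycle alteration. Growth was scored as inhibition against vehicle-only controls.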
yeast cln2 rad14: NCI yeast anticancer drug screen, S. cerevisiae cln2 rad14 strain; % growth inhibition at 50 µM; actives 8.3% (n = 78,000);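 note: 0% = growth of vehicle-only cultures of the same strain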
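Readout is yeast growth inhibition versus vehicle-treated controls, using a strain with cln2 and rad14 alterations exposed to compound.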
yeast sgs1 mgt1: NCI yeast anticancer drug screen, S. cerevisiae sgs1 mgt1 strain | growth inhibition, % at 50 µM | actives 10% (n = 78,000);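 note: 0% = growth of vehicle-only cultures of the same strain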
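Compounds are added to genetically altered yeast, and growth is compared with cultures given vehicle alone to give percent inhibition.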
Numbers without * were called inactive. Cut-off read from the data, not from the text of the source: active = growth inhibition above about 70%; inactive = the rest.

Each structure is followed by: yeast mlh1 rad18, rad50, bub3, mec2-1, yeast cln2 rad14, yeast sgs1 mgt1
O=C(NNC(=O)c1ccc2ccccc2c1)c1cccc(F)c1
    -11, -49, -39, -24, 2, -20
Nc1ccc2c(c1)C1Oc3ccccc3CC1CO2 (configuration not stated)
    47, 33, 13, 7, 8, 20
O=C(C(=O)c1ccco1)c1ccco1
    35, 64, 21, 0, -25, 34
NC(=O)NCSCNC(N)=O
    4, -1, -3, 0, 8, -7
COc1cc(O)c(OC)c(O)c1C(C)=O
    -1, -4, 2, -11, -20, -17
Cc1ccc(S(=O)(=O)OC2CCC3(C)C(=CCC4C3CCC3(C)C(C(C)CCCC(C)C)CCC43)C2)cc1 (configuration not stated)
    38, 52, 2, 27, 11, 50
COc1ccc(NC(=O)Nc2ccc(CCO)cc2)c(OC)c1
    23, 6, 21, 11, 13, 18
CC(C)(C)C1CC[C@H]2c3c([nH]c4ccc(Br)cc34)[C@H]3C(=O)N(c4ccccc4)C(=O)[C@H]3[C@H]2C1 (some centres not stated)
    13, 18, 0, -3, 29, 27
O=NN(CCCl)C(=O)Oc1ccc(OC(=O)N(CCCl)N=O)cc1
    91*, 60, 84*, 91*, 84*, 90*
COC(=O)c1nnn(-c2cc(Cl)ccc2Cl)c1C(=O)c1ccc(Cl)c(Cl)c1
    99*, 99*, 95*, 97*, 95*, 99*
CCCCCCCCC1C(CCCCCCCC(=O)N(CC)CCCOCC)C2(Cl)C(Cl)=C(Cl)C1(Cl)C2(Cl)Cl (configuration not stated)
    16, 3, -6, 5, -11, 14
COc1ccc(C(c2c(O)c3ccccc3oc2=O)N2CCOCC2)c(OC)c1 (configuration not stated)
    43, 33, 69, 23, 20, 36
CC(O)C(O)C(O)CO (configuration not stated)
    9, 6, 24, 18, 20, -4
COC(=O)c1cc2ccccc2c2c3c(ccc12)OCO3
    -14, 9, -4, 0, -44, -10
O=C(O)CO
    -29, -8, -9, 3, -1, -6
O=C(Nc1ccc2oc3ccc(Cl)cc3c(=O)c2c1)c1ccc(Cl)cc1Cl
    4, 14, 9, -22, 25, 7
Cc1cc2c(=O)cc(-c3cccs3)oc2c(C(=O)O)c1C
    27, 24, 11, 15, 34, 30
O=CC(=C(I)I)c1ccccc1
    93*, 86*, 92*, 89*, 92*, 91*
CN(N=O)C(=O)NCCSSCCNC(=O)N(C)N=O
    -12, 10, 14, 22, -86, 25
CC(C)(C)NC(=O)Nc1cccc2c(O)cccc12
    34, 44, 42, 30, 16, 46

Each structure is followed by: yeast mlh1 rad18, rad50, bub3, mec2-1, yeast cln2 rad14, yeast sgs1 mgt1
CC(=N\N)/C(C)=N/N=C(C)/C(C)=N/N=C(C)/C(C)=N/N=C(C)/C(C)=N/N
    -14, 12, -8, -8, 14, 5
CC(=O)OC12c3ccccc3C1CCCC21OCCCO1 (configuration not stated)
    -31, -36, -32, -38, 1, -57
CCOC(=O)C(C=O)(CC)C(=O)OCC
    31, 6, 33, 21, 5, 25
Cc1c(Cl)c(=O)oc2cc(OCC(=O)c3ccccc3)ccc12
    17, -3, -3, 0, 7, -5
CC(=O)Nc1ccc(-c2nnc(SCC(=O)Nc3ccc(Cl)cc3)o2)cc1
    36, 27, 7, 6, -16, 27
CC1(C)C/C(=C\c2ccc([N+](=O)[O-])cc2)C(=O)c2ccccc21
    89*, 80*, 76*, 72*, 40, 77*
CC(C)=CC(=O)OC1C2C(C)=CC(O)C(O)C2(C)C2C3(O)OCC24C(CC(=O)OC14)C(C)C3O (configuration not stated)
    87*, 56, 54, 38, 48, 23
O=C1OCC(O)=C1Cc1ccccc1
    9, 1, 7, -9, -2, 10
CN(C)c1ncnc2c1cnn2C1OC(CO)C(O)C1O (configuration not stated)
    31, 6, 20, 14, 15, 17
COc1ccc(/C=N/N2CCN(/N=C/c3ccc(OC)cc3)CC2)cc1
    -5, 10, 5, 10, -6, 9
CC[C@H](C)C(NC(=O)[C@H]1N=C(c2csc(C(O)Cc3ccccc3)n2)OC1C)C(=O)OC (some centres not stated)
    16, 0, -4, 5, -5, -18
COS(=O)(=O)OC1(SC)C=C(c2ccccc2)SS1 (configuration not stated)
    73*, 73*, 20, 28, 10, 29
CCN(CC)CCNc1ccc2nnn3c4ccc(O)cc4c(=O)c1c23
    16, 43, -11, -7, -14, -14
CCCC(CCC(C)=O)[N+](=O)[O-] (configuration not stated)
    12, -9, 1, -3, -14, -9
CCCCCc1cc(Cl)cc(Cl)c1O
    62, 60, 9, 10, -13, 67
CSc1nc(Cl)nc2c1nc(SC)n2-c1ccccc1
    -15, -8, 16, 8, -9, 0
CCCCCCCCCCCCCCCCSc1ccncc1NN=O
    2, 36, -4, -2, -10, 17
CC(=O)Nc1ccc(C(=O)c2ccc(S(=O)(=O)Nc3ccccc3)cc2)cc1
    -14, 6, 6, -9, 17, 6
COc1c(C)c(C)c(OC(C)=O)c(C)c1COC(C)=O
    65, 54, 43, 24, 26, 33
O=C(O)c1cnc2cc3c(cc2c1Nc1cccc(Cl)c1)OCO3
    -13, -2, -9, -4, -28, 4

An excerpt from above, limited to yeast sgs1 mgt1, bub3 and yeast mlh1 rad18.
canonical_smiles	yeast sgs1 mgt1	bub3	yeast mlh1 rad18
O=C1OCC(O)=C1Cc1ccccc1	10	7	9
COc1c(C)c(C)c(OC(C)=O)c(C)c1COC(C)=O	33	43	65

(list continues)
Each structure is followed by: yeast mlh1 rad18, rad50, bub3, mec2-1, yeast cln2 rad14, yeast sgs1 mgt1
COC1OC(CO)C(O)C(NC(=O)[C@H](Cc2ccccc2)NC(=O)OCc2ccccc2)C1O (some centres not stated)
    14, 17, 0, 1, 9, 1
CS(=O)(=O)OCc1ccc(COS(C)(=O)=O)cc1
    10, 2, 4, 19, 24, -21
S=C1NCN(CC2CC2)CN1
    -36, -52, -24, -49, -7, -36
N#CC(C#N)=CNC(=S)c1ccncc1
    -24, -21, -5, -34, 7, -20
CCCCC(C)OC(=O)c1ccc(C(C)C)cc1 (configuration not stated)
    -2, 0, 10, 4, -16, -1
CC/C(=C(/CC)c1ccc(O)cc1)c1ccc(O)cc1
    99*, 99*, 100*, 99*, 98*, 99*
C#CCCCCCOC(=O)c1cc([N+](=O)[O-])cc([N+](=O)[O-])c1
    98*, 98*, 99*, 99*, 98*, 99*
C[Si](C)(C)C#CC(O)CS(=O)c1ccccc1 (configuration not stated)
    -17, -20, -6, -19, -4, -13
CCOC(=O)C(Cc1c[nH]c2ccc(OCc3ccccc3)cc12)(NC(C)=O)C(=O)OCC
    29, 3, 5, 9, 48, -1
Clc1ccc(/C=N/N2CCN(/N=C/c3ccc(Cl)cc3)CC2)cc1
    -15, -3, 13, -10, -5, 0
O=[N+]([O-])c1ccc(O)c(O)c1
    -7, -24, 6, -2, 13, -10
CCOC(=O)CC[C@@H](NC(=O)c1ccc(NCc2ccc3nc(OC)c(OC)nc3c2)cc1)C(=O)OCC
    -13, 3, 16, -10, -10, -4

Arranged by molecular weight (falling): part of the list above
Each structure is followed by: yeast mlh1 rad18, rad50, bub3, mec2-1, yeast cln2 rad14, yeast sgs1 mgt1
CCCCCCCCC1C(CCCCCCCC(=O)N(CC)CCCOCC)C2(Cl)C(Cl)=C(Cl)C1(Cl)C2(Cl)Cl (configuration not stated)
    16, 3, -6, 5, -11, 14
Cc1ccc(S(=O)(=O)OC2CCC3(C)C(=CCC4C3CCC3(C)C(C(C)CCCC(C)C)CCC43)C2)cc1 (configuration not stated)
    38, 52, 2, 27, 11, 50
CC(C)(C)C1CC[C@H]2c3c([nH]c4ccc(Br)cc34)[C@H]3C(=O)N(c4ccccc4)C(=O)[C@H]3[C@H]2C1 (some centres not stated)
    13, 18, 0, -3, 29, 27
CCOC(=O)C(Cc1c[nH]c2ccc(OCc3ccccc3)cc12)(NC(C)=O)C(=O)OCC
    29, 3, 5, 9, 48, -1
CC(=O)Nc1ccc(-c2nnc(SCC(=O)Nc3ccc(Cl)cc3)o2)cc1
    36, 27, 7, 6, -16, 27
CC(=O)Nc1ccc(C(=O)c2ccc(S(=O)(=O)Nc3ccccc3)cc2)cc1
    -14, 6, 6, -9, 17, 6
O=CC(=C(I)I)c1ccccc1
    93*, 86*, 92*, 89*, 92*, 91*
O=NN(CCCl)C(=O)Oc1ccc(OC(=O)N(CCCl)N=O)cc1
    91*, 60, 84*, 91*, 84*, 90*
O=C(O)c1cnc2cc3c(cc2c1Nc1cccc(Cl)c1)OCO3
    -13, -2, -9, -4, -28, 4
CSc1nc(Cl)nc2c1nc(SC)n2-c1ccccc1
    -15, -8, 16, 8, -9, 0
O=C(NNC(=O)c1ccc2ccccc2c1)c1cccc(F)c1
    -11, -49, -39, -24, 2, -20
CS(=O)(=O)OCc1ccc(COS(C)(=O)=O)cc1
    10, 2, 4, 19, 24, -21
CC(=O)OC12c3ccccc3C1CCCC21OCCCO1 (configuration not stated)
    -31, -36, -32, -38, 1, -57
COc1c(C)c(C)c(OC(C)=O)c(C)c1COC(C)=O
    65, 54, 43, 24, 26, 33
CC/C(=C(/CC)c1ccc(O)cc1)c1ccc(O)cc1
    99*, 99*, 100*, 99*, 98*, 99*
Nc1ccc2c(c1)C1Oc3ccccc3CC1CO2 (configuration not stated)
    47, 33, 13, 7, 8, 20
CCOC(=O)C(C=O)(CC)C(=O)OCC
    31, 6, 33, 21, 5, 25
COc1cc(O)c(OC)c(O)c1C(C)=O
    -1, -4, 2, -11, -20, -17
O=C(C(=O)c1ccco1)c1ccco1
    35, 64, 21, 0, -25, 34
O=C(O)CO
    -29, -8, -9, 3, -1, -6
